AHR act – activators of human aryl hydrocarbon receptor | P35869 | AHR-responsive luciferase reporter cells, luminescence | activation, % at 5 µM | 320,000 compounds, 2.5% hits; in the data active = activation above about 47%;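 also: 0% = vehicle wells and 100% = reference agonist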
Target sequence (P35869 whole entry, looked up): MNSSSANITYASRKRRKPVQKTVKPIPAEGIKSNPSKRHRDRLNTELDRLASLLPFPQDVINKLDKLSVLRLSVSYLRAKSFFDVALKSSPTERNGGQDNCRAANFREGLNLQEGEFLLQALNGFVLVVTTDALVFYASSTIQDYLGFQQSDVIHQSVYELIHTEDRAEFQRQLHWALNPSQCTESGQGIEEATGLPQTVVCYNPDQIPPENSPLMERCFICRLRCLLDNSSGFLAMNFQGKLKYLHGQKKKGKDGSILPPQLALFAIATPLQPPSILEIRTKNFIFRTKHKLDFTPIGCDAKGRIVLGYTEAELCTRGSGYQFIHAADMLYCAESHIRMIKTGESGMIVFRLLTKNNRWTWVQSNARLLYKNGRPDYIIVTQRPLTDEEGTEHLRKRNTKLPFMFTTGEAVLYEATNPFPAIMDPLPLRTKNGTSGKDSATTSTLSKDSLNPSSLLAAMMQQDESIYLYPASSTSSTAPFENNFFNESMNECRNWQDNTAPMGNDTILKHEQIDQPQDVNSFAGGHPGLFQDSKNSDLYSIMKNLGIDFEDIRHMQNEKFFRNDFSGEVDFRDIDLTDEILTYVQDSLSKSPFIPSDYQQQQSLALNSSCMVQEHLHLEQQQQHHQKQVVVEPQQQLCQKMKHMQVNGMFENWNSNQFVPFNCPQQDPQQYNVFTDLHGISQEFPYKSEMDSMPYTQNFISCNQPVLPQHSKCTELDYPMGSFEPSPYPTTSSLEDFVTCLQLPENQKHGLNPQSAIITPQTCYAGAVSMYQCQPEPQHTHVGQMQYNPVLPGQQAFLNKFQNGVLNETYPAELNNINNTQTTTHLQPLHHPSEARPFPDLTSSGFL
LAP4-GFP MLPCN – modulators of TOR pathway LAP4-GFP in S. cerevisiae | S. cerevisiae LAP4-GFP multiplex, flow cytometry GFP, 3 h; median GFP as percent of DMSO wells | GFP response vs DMSO, % at 10 µM | 320,000 compounds, 0.34% hits | AID 2023;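 active = GFP response vs DMSO above a set limit, about the screen mean plus 3 SD, cut at about 150% in these data; inconclusive = under 70 cell events counted for the yeast strain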
RPL19A-GFP yeast – yeast TOR pathway RPL19A-GFP modulation; percent response vs DMSO, % at 10 µM; 330,000 compounds, 0.3% hits; S. cerevisiae RPL19A-GFP strain, flow cytometry, 3 h; stronger effect = lower value;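 active = percent response vs DMSO below 50%; inconclusive = fewer than 70 events counted for the yeast strain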;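 also: median channel GFP fluorescence of the barcoded RPL19A-GFP strain; ratio of sample median GFP to plate DMSO average so 100% = DMSO; lower means less RPL19A-GFP as with rapamycin TOR inhibition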
MEP2-GFP yeast – yeast TOR pathway MEP2-GFP modulation; S. cerevisiae MEP2-GFP strain, flow cytometry GFP, 3 h; 100% = DMSO control level; AID 2016; GFP response vs DMSO, % at 10 µM; 330,000 compounds, 0.51% hits;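 active = GFP response versus DMSO above a set limit, roughly screen mean plus 3 SD, cut at about 180% in these data; inconclusive = fewer than 70 cells counted for a yeast strain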;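 also: median GFP fluorescence of the barcode-gated MEP2-GFP cells per well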
Yeast superoxide – lowers age-related superoxide in aged yeast cells | S. cerevisiae aged cells, superoxide DHE fluorescence; stronger effect = lower value | superoxide response (% of plate mean), % at 10 µM | 330,000 compounds, 0.18% hits;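 active = superoxide response under a set limit, about three screen SD below normal, cut at about 65% in these data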;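 also: yeast aged for seven days with compound at 30 °C before DHE staining; 100% = average MFI of all compound-treated wells on the plate with controls excluded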
Efflux pump inh – blocks antifungal efflux pumps in multiplex yeast assay. AID 485275. inhibition, % at 10 µM. 330,000 compounds, 0.44% hits. S. cerevisiae Candida pump triplex, Nile Red efflux;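 active = plate passing quality check with inhibition over a set limit, or well fluorescence over plate mean plus 4 SD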;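 also: Nile Red retained in pooled yeast measured as flow cytometry median fluorescence; 0% = buffer negative control and 100% = Enniatin B positive control; higher means more Nile Red kept so more efflux inhibition; some compounds called inactive have numbers as strong as hits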
AGP1 TOR yeast – alters AGP1-GFP fluorescence in TOR pathway yeast screen | S. cerevisiae AGP1-GFP multiplex flow cytometry, 3 h; GFP as percent of DMSO wells | GFP response vs DMSO, % at 10 µM | 320,000 compounds, 0.02% hits | AID 2066;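 active = GFP response relative to DMSO above a set limit, near screen average plus 3 SD, cut at about 150% in these data; inconclusive = fewer than 70 cells counted for the yeast strain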;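 also: median GFP channel fluorescence of the gated AGP1 strain per well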
CIT2 TOR yeast – yeast TOR pathway CIT2-GFP modulation | 320,000 compounds, 0.065% hits | S. cerevisiae CIT2-GFP strain, flow cytometry, 3 h; 100 means same as DMSO wells | AID 2029 | GFP response vs DMSO, % at 10 µM;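 active = GFP response relative to DMSO above a set limit, near the screen mean plus 3 SD, cut at about 150% in these data; inconclusive = Fewer than 70 cells measured for a yeast strain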;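 also: ratio of well median GFP fluorescence to mean of DMSO wells on the plate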
Numbers without * were called inactive; u = inconclusive; x = not tested or not shown; [ ] = dose if it differs, or a comment. Rows were taken by chance; about 3.9% have a hit in one of these screens.

Every second line gives: RPL19A-GFP yeast, LAP4-GFP MLPCN, Efflux pump inh, CIT2 TOR yeast, AHR act, Yeast superoxide, AGP1 TOR yeast, MEP2-GFP yeast
COC(=O)C1=C(C)N(Cc2cccnc2)C(=O)/C1=C\c1sccc1C
  105, 98, 0.0, 94, 5, 102, 103, 101
CCOC(CNC(=O)c1ccc2c(c1)ncn2-c1cccc(F)c1)OCC
  101, 87, 0.0, 102, -1, 124, 94, 103
Cc1cc(C)c(OCCCCn2cnc3ccccc3c2=O)c(C)c1
  96, 116, -0.1, 100, 1, 89, 105, 105
COc1ccc(NC(=O)Nc2c[nH]c(=O)[nH]c2=O)cc1OC
  101, 82, 0.2, 99, 1, 92, 93, 104
COc1ccc(/C=C(\C#N)c2n[nH]c(Cn3cncn3)n2)cc1
  97, 101, -0.3, 101, 46, 93, 103, 99
CC(C)N(C)CCOC(=O)c1ccc2c(c1)OCCO2
  97, 99, -0.1, 92, 0, 100, 96, 102
COc1cc(CC(=O)Nc2ccc3c(c2)CCC3)cc(OC)c1OC
  104, 102, 0.0, 102, 10, 117, 101, 102
Nn1c(SCC(=O)Nc2cccc(S(N)(=O)=O)c2)nnc1C1CC1
  98, 91, 0.0, 99, 16, 75, 96, 99
CN(C)CCOC(=O)C12CC3(C)CC(C)(CC(C)(C3)C1)C2
  u, u, -0.1, u, -2, 85, u, u
Cc1ccc(/C=C(\NC(=O)c2ccc(C)cc2)C(=O)NCCCn2ccnc2)cc1
  99, 102, -0.2, 101, 4, 98, 102, 107
Nn1c(SCc2ccc([N+](=O)[O-])cc2)nc2ccccc2c1=O
  98, 83, 0.4, 92, -1, 103, 87, 100
COc1ccc(C2C(C(C)=O)=C(O)C(=O)N2c2ccc(O)cc2)cc1 (configuration not stated)
  100[may fluoresce violet], 85[may fluoresce violet], 0.0, u, -1, 95, 49[may fluoresce violet], 119[may fluoresce violet]
O=C1OC(=O)c2cc([N+](=O)[O-])ccc21
  102, 96, 0.1, 108, 0, 120, 106, 99
CCOc1ccc(CC2S/C(=N/c3ccccn3)NC2=O)cc1 (configuration not stated)
  92, 93, 1.6, 98, 3, 90, 95, 93
Cc1[nH]c(=S)c(C#N)c(C)c1CC(=O)c1ccc(Br)cc1
  108, 86, 0.0, 111, 1, 104, 105, 104
Cn1c(=O)cc(SCC(=O)NCC2CCCO2)c2ccc(Cl)cc21 (configuration not stated)
  100, 108, -0.1, 96, 3, 99, x, 102
Cc1ccc2ncnc(Nc3ccccc3)c2c1
  96, 105, -0.1, 101, 37, 97, 96, 115
NC(=S)Nc1ccc(Cl)cc1Cl
  96, 113, -0.1, 102, -1, 71, 109, 94
O=C(Nc1ccc(F)cc1F)c1cc2ccccc2oc1=O
  99, 97, -0.1, 94, 12, 102, 92, 98
CN(C)c1nc(NCc2ccccc2)nc(N/N=C/c2cccc(Br)c2)n1
  103, 122, 0.0, 95, 16, 92, 113, 101
O=C(COC(=O)c1cccs1)Nc1ccc(Cl)cn1
  99, 82, -0.1, 87, 0, 123, 90, 101
Cc1csc(NC(=O)C2CCN(S(=O)(=O)c3ccccc3F)CC2)n1
  98, 108, -0.2, 113, 2, 102, 122, 101
Cc1cc(Cl)ccc1C(=O)C1CCCN(C(=O)/C=C/c2cnn(C)c2)C1 (configuration not stated)
  97, 97, 0.0, 97, 3, 112, 101, 95
Cc1ccc(NC(=O)C2CCCN(S(=O)(=O)c3cnc[nH]3)C2)c(Br)c1 (configuration not stated)
  98, 103, 0.0, 101, 2, 97, 102, 107
COc1cc(NC(=O)C(c2ccccc2)c2ccccc2)c(C(=O)O)cc1OC
  93, 82, 1.0, 94, 0, 100, 84, 100
COc1ccc(OC)c(-c2cc(C(=O)NCc3ccc(Cl)cc3)no2)c1
  95, 104, 0.1, 100, -3, 87, 99, 95
NNC(=O)CCC(=O)Nc1ccccc1
  107, 113, 0.0, 113, 4, 96, 111, 110
Cc1ccc(NC(=O)C(C)Sc2nnc(-c3cccnc3)n2-c2ccccc2)cc1 (configuration not stated)
  103, 99, -0.1, 105, -3, 80, 104, 97
CC(=O)Nc1c2c(nn1-c1ccc(C)cc1)CS(=O)(=O)C2
  103, 94, 0.2, 116, 2, 88, 99, 95
CCCCn1c(N)c(N(CCOC)C(=O)c2ccc(Br)s2)c(=O)[nH]c1=O
  96, 97, -0.4, 99, 1, 93, 100, 96
Cc1ccc(C)c(OCc2cc(C(=O)N3CCN(c4cnccn4)CC3)no2)c1
  102, 77, 0.1, 85, x, 110, 84, 93
CCOc1ccc(NC(=O)N2CCN(C(=O)c3ccco3)CC2)cc1
  105, 78, -0.1, 104, -1, 91, 101, 88
CCCCCCCNC(=O)C1(CC2CC(c3cccc(Br)c3)=NO2)CCN(C(=O)c2ccccc2)CC1 (configuration not stated)
  106, 106, 0.1, 95, 5, 101, 98, 96
CC1CCCN(C(=O)c2ccc3c(=O)n(C4CCCC4)c(=S)[nH]c3c2)C1 (configuration not stated)
  108, 100, 0.1, 106, 1, 109, 110, 104
CO/N=C(\C)C(Cc1ccc(Cl)nc1)Cc1ccc(Cl)nc1
  108, 84, 0.8, 108, 3, 97, 91, 113
OC(C#CCN1CCCC1)c1ccccc1 (configuration not stated)
  108, 100, 0.0, 108, 2, 112, 111, 111
Cc1ccccc1Cn1cc(CCC(=O)N2CCOCC2)c2ccccc21
  100, 98, 0.1, 98, 6, 92, 97, 109
Cc1[nH]n(-c2ccccc2)c(=O)c1/C=N/NC(=O)c1cccc([N+](=O)[O-])c1
  102, 98, 0.1, 102, 19, 118, 97, 105
Cc1cc(C)cc(NC(=O)Cn2cnc3c(nnn3Cc3ccc(F)cc3)c2=O)c1
  99, 94, -0.1, 105, 5, 107, 102, 98
c1ccc(-c2ccc3ccccc3n2)cc1
  100, 102, -0.2, 101, 12, 88, 105, 106
CC(=O)N1N=C(c2ccccc2)OC1(C)CC(=O)Nc1ccccc1 (configuration not stated)
  110, 92, -0.4, 103, 2, 91, 106, 106
Nc1nnc(SCCN2C(=O)c3ccccc3C2=O)s1
  101, 105, -0.2, 108, 5, 92, 105, 107
O=C(NCCCCNC(=O)c1c(F)c(F)c(F)c(F)c1F)c1c(F)c(F)c(F)c(F)c1F
  103, 95, -0.2, x, 0, 106, 103, 102
Cc1ccc(S(=O)(=O)CCSc2nc(C)cc(C)c2C#N)cc1
  91, 117, -0.1, 82, 20, 88, 88, 99
O=[N+]([O-])c1ccc(O)c(C(C#Cc2ccccc2)N2CCOCC2)c1 (configuration not stated)
  98, 101, 0.1, 90, 2, 92, 96, 100
CCc1ccc(OC(=O)/C=C/c2ccco2)cc1
  100, 95, 0.1, 100, -1, 97, 101, 100
Cc1cc(C)c(C#N)c(N2CCOCC2)n1
  98, 95, 0.0, 101, 7, 93, 106, 104
CC(C)c1ccc(OCC(=O)NNC(=O)c2cnccn2)cc1
  97, 107, -0.1, 92, 0, 111, 101, 98
O=C(N/N=C/c1ccccc1)c1cc(-c2ccc3c(c2)OCO3)n[nH]1
  106, 89, 0.0, 104, 88*, 118, 102, 102
CCc1nc(SCC(=O)Nc2ccc(OC)cc2[N+](=O)[O-])n[nH]1
  97, 101, -0.1, 103, 4, 97, 102, 96
CCCc1nnc(NC(=O)CN2C(=O)C3C4C=CC(C4)C3C2=O)s1 (configuration not stated)
  91, 93, -0.1, 93, 4, 90, 94, 91
Cc1sc2nc(CN3CCCC3)nc(N3CCN(S(=O)(=O)c4cccs4)CC3)c2c1C
  100, 90, -0.2, 108, 6, 109, 102, 105
O=[N+]([O-])c1ccc(N(CCO)Cc2ccccc2)c([N+](=O)[O-])c1
  106, 91, 0.2, 105, 4, 102, 96, 102
O=C(NCCc1ccccc1)C1CCC(CNS(=O)(=O)c2cccc3cccnc23)CC1 (configuration not stated)
  104, 101, -0.2, 100, 3, 102, 107, 107
Cc1cc(S(=O)(=O)NCc2ccco2)c(C)cc1Cl
  107, 98, 0.1, 102, 2, 98, 98, 104
COCCNC(=O)CN(C(=O)CCC(=O)Nc1ccccn1)c1ccc(C)cc1
  98, 100, 0.1, 101, 2, 97, 98, 100
O=C(Cc1coc2ccc3ccccc3c12)NC1CCCc2ccccc21 (configuration not stated)
  100, 113, -0.6, 85, 15, 112, 97, 118
CC(C)(C)c1ccc(C2(C)NC(=O)N(CC(=O)NCc3cccs3)C2=O)cc1 (configuration not stated)
  104, 100, -0.2, 97, 0, 99, 103, 101
CCN(CC)C(=O)/C=C/c1ccc(OC)c(S(=O)(=O)N2CCCCC2)c1
  101, 93, 0.1, 98, 9, 100, 100, 100
O=C(COc1ccccc1Br)N1CCN(C(=O)c2ccco2)CC1
  96, 99, -0.1, 107, -1, 95, 100, 98

Quoted from above, 3 compounds:
Every second line gives: RPL19A-GFP yeast, LAP4-GFP MLPCN, Efflux pump inh, CIT2 TOR yeast, AHR act, Yeast superoxide, AGP1 TOR yeast, MEP2-GFP yeast
O=[N+]([O-])c1ccc(O)c(C(C#Cc2ccccc2)N2CCOCC2)c1 (configuration not stated)
  98, 101, 0.1, 90, 2, 92, 96, 100
CCc1ccc(OC(=O)/C=C/c2ccco2)cc1
  100, 95, 0.1, 100, -1, 97, 101, 100
Cc1cc(C)c(C#N)c(N2CCOCC2)n1
  98, 95, 0.0, 101, 7, 93, 106, 104

Sorted by heavy-atom count (high to low): some entries from above
Every second line gives: RPL19A-GFP yeast, LAP4-GFP MLPCN, Efflux pump inh, CIT2 TOR yeast, AHR act, Yeast superoxide, AGP1 TOR yeast, MEP2-GFP yeast
Cc1cc(C)cc(NC(=O)Cn2cnc3c(nnn3Cc3ccc(F)cc3)c2=O)c1
  99, 94, -0.1, 105, 5, 107, 102, 98
Cc1ccc(C)c(OCc2cc(C(=O)N3CCN(c4cnccn4)CC3)no2)c1
  102, 77, 0.1, 85, x, 110, 84, 93
Cc1ccc(S(=O)(=O)CCSc2nc(C)cc(C)c2C#N)cc1
  91, 117, -0.1, 82, 20, 88, 88, 99

Whole records as entered above. Screens in order: RPL19A-GFP yeast	LAP4-GFP MLPCN	Efflux pump inh	CIT2 TOR yeast	AHR act	Yeast superoxide	AGP1 TOR yeast	MEP2-GFP yeast
Record of O=[N+]([O-])c1ccc(O)c(C(C#Cc2ccccc2)N2CCOCC2)c1 (configuration not stated) → 98	101	0.1	90	2	92	96	100
Record of CO/N=C(\C)C(Cc1ccc(Cl)nc1)Cc1ccc(Cl)nc1 → 108	84	0.8	108	3	97	91	113

Next section
Every second line gives: RPL19A-GFP yeast, LAP4-GFP MLPCN, Efflux pump inh, CIT2 TOR yeast, AHR act, Yeast superoxide, AGP1 TOR yeast, MEP2-GFP yeast
CCOc1ccc(NC(=O)Cn2nnc(-c3ccccc3NC(=O)CC)n2)cc1
  100, 110, -0.1, 97, 9, 103, 104, 94
O=C(c1ccccc1)N1CCN(c2ccc(N3CCOCC3)nn2)CC1
  97, 102, 0.1, 101, 3, 96, 101, 100
CCOC(=O)N1CCN(C(c2ccc(C(C)C)cc2)c2sc3nc(C)nn3c2O)CC1 (configuration not stated)
  91, 93, 0.2, 86, 0, 126, 90, 91
O=C(NCCCN1CCOCC1)c1cc(-c2cccc(O)c2)on1
  103, 100, -0.1, 119, -1, 103, 107, 104
O=c1cc(-c2ccc3c(c2)OCO3)oc2ccccc12
  93, 110, -0.1, 87, 104*, 101, 89, 99
O=C(Nc1ccc(-c2csc(Nc3ccccc3)n2)cc1)c1cccc(C(F)(F)F)c1
  93, 122, 0.1, 79, 2, 104, 81, 86
Cn1nc(-c2ccc(C(=O)NC3CCCCC3)cc2)c2ccccc2c1=O
  103, 98, 0.1, 103, -9, 124, 105, 95
CSc1ccccc1NC(=O)CN(c1ccccc1Br)S(C)(=O)=O
  99, 98, -0.3, 90, 1, 89, 115, 94
